# Assay outcomes: PubChem, several laboratories
# human PMI inhibitors: MPI inhibition at elevated mannose 6-phosphate – biochemical, fluorescence intensity, high mannose 6-phosphate, primary screen (AID 1220); recombinant PMI enzyme, coupled fluorescence intensity; higher % means a stronger effect; inhibition, % at 20 µM, or IC50 in µM where a hit was titrated; 190,000 tested, 0.66% active
# RSV antiviral HEp-2: RSV antiviral activity via CPE protection, HEp-2 cells, primary 10 µM value included (AID 2391); 310,000 tested, 0.13% active; HEp-2 cells, RSV-induced CPE inhibition; higher % means a stronger effect; CPE inhibition, % at 10 µM, or IC50 in µM where a hit was titrated; in the data active means a potency from the dose series; inconclusive means CPE inhibition mostly from about 23% at the one dose, without a potency; inactive means the rest, 99 in 100 with CPE inhibition below about 21%; further: strong numbers were not always called active
# UTI89 phage lysis: protection from phage-mediated lysis, alamar blue read-out – E. coli UTI89, K1F phage, bacterial capsule biogenesis inhibitors (AID 488966) | E. coli UTI89 K1F phage lysis, alamar blue, 2 h; higher % means a stronger effect | inhibition, % at 100 µM; hits with a dose series show IC50 in µM | 340,000 tested, 0.02% active;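 active means phage lysis inhibition, versus mean bacterial control, above a set limit; inconclusive means no clear call, values can overlap the other calls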;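 further: capsule biogenesis inhibitors block K1F phage lysis so surviving cells raise fluorescence; higher fluorescence means more inhibition of phage lysis; actives were called in the ten point dose series up to 300 µM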
# T cell HTS: T cell immune modulators affecting CD8 T cell-vesicle binding | 2C CD8+ T cell-vesicle binding, flow cytometry; hits give low values | calls only at 7 µM | 330,000 tested, 0.068% active | AID 2052;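 active means response, share of CD8 T cells binding vesicles, and their 90th percentile fluorescence all below set limits, cut at about 80% in these data, passing the limit was not always enough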
#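 material = purified 2C TCR transgenic mouse naive CD8+ T cells | controls = Unloaded micro-vesicles (low), QL9 vesicles with 0.7% DMSO (high) | detection = cytometric PE anti-B7-1 and Alexa647 anti-CD8 signals after 1% paraformaldehyde fixation | incubation = binding step 1.5 h, 37 °C, antibody labelling 20 min, ice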
# human PMI inhibition: MPI enzyme activity inhibition – biochemical, fluorescence intensity, coupled assay, primary screen (AID 1209); purified PMI enzyme, coupled fluorescence intensity; higher % means a stronger effect; inhibition, % at 20 µM, or IC50 in µM where a hit was titrated; 190,000 tested, 0.42% active;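 further: plate controls were DMSO vehicle for no effect and wells lacking substrate for full effect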
# West Nile antiviral: West Nile virus antiviral activity, cell-based, CPE readout (AID 1621) | 290,000 tested, 0.02% active | West Nile virus-infected cells, CPE inhibition; higher % means a stronger effect | one-dose CPE inhibition, % at 10 µM; IC50 in µM for titrated hits; in the data active means a potency from the dose series; inconclusive means CPE inhibition mostly from about 3.7% at the one dose, without a potency; inactive means the rest, 99 in 100 with CPE inhibition below about 2.2%; further: strong numbers were not always called active
# TNAP activation fold: stimulation of alkaline phosphatase TNAP activity – biochemical, luminescent, no phosphate acceptor, uHTS, primary screen (AID 1001) | purified TNAP, luminescent activation assay, no phosphate acceptor; higher activation fold means a stronger effect | activation fold at 20 µM, or EC50 in µM where a hit was titrated | 200,000 tested, 0.03% active; in the data active means activation fold from about 3, or a potency from the dose series; inactive means the rest, 99 in 100 with activation fold below about 1.6; further: many of its hits are not listed in these tables
# P. falciparum M17LAP: P. falciparum M17LAP inhibitors, primary screen, biochemical, fluorogenic H-Leu-NHMec substrate, 1536-well (AID 1619); inhibition, % at 30 µM, or IC50 in µM where a hit was titrated; recombinant M17LAP, H-Leu-NHMec fluorogenic kinetic assay; higher % means a stronger effect; 220,000 tested, 0.38% active;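 active means compound inhibiting the enzyme by more than half at any dose during confirmatory dose-response retesting; inconclusive means strong single-dose inhibitors picked by rank but not retested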;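 further: plate controls were full reaction with DMSO carrier for no effect and no enzyme background for full effect; strong numbers were not always called active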
# M1AAP inhibition: malaria alanyl aminopeptidase activity blockers – biochemical, fluorogenic H-Leu-NHMec substrate, 1536-well (AID 1445); 220,000 tested, 0.42% active; recombinant M1AAP, H-Leu-NHMec fluorogenic kinetic assay; higher % means a stronger effect; inhibition, % at 30 µM; hits with a dose series show IC50 in µM;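 active means primary inhibition above the hit cutoff, then over 50% inhibition at one or more dose response concentrations, cut at about 23% in these data, passing the limit was not always enough; inconclusive means conflicting primary data, or primary hits not chosen for dose response; inactive means low primary inhibition, or under 50% at every dose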;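 further: plate controls were DMSO full reaction for no effect and no enzyme background for full effect; strong numbers were not always called active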
# T cell HTS vesicle-bound %: second read-out of T cell HTS, no call of its own (marks repeat the call); double positive events, %; measured here: CD8+ vesicle-bound cell fraction;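 binding gate set so that unloaded-vesicle control wells show 10% double positive cells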
# * marks the source's active call; other numbers are inactive results; i = inactive; ? = inconclusive; . = no result given; [ ] = dose if it differs, or a comment. Unless noted, no stated cut-off is given here; in the data, active means inhibition above about 50%; inactive means the rest. Compounds as they come; any-hit rate near 1.5%.
mol	human PMI inhibitors	RSV antiviral HEp-2	UTI89 phage lysis	T cell HTS	T cell HTS vesicle-bound %	human PMI inhibition	West Nile antiviral	TNAP activation fold	P. falciparum M17LAP	M1AAP inhibition
O=C(Cn1cnc2c(cnn2-c2ccccc2)c1=O)Nc1ccc(S(=O)(=O)N2CCOCC2)cc1	11.8%	1.9%	5.3%	i	35.9	10.4%	-0.3%	1.1	-9.3%	0.9%
Nc1cc(S(=O)(=O)N2CCCCC2)ccc1Oc1ccc(Cl)cc1	17.8%	-0.6%	0.5%	i	52.3	16.2%	-0.7%	1.1	-0.8%	1.4%
Cc1cccc(CCNC(=O)C2CCN(S(=O)(=O)N3CCOCC3)CC2)c1	.	1.6%	0.4%	i	17.1	.	-0.3%	.	.	.
Cc1ccc(NC(=O)CCNC(=O)Cn2cnc3ccccc3c2=O)cc1F	.	0.0%	0.0%	i	8.3	.	-0.8%	.	.	.
Cc1ccc(C(C(=O)NC(C)(C)C)N(CC2CCCO2)C(=O)Cn2nnc(-c3ccc(C)o3)n2)cc1 (stereo not drawn)	2.6%	5.5%	i	i	31.9	-4.8%	-0.7%	1.1	-3.0%	0.8%
Cc1ccc(S(=O)(=O)NCCSCc2ccco2)cc1	4.7%	1.1%	-0.7%	i	44.0	12.4%	-0.5%	1	8.9%	4.2%
Cc1cc(Cl)c(S(=O)(=O)N2CCN(c3ccccn3)CC2)cc1OCC(N)=O	-3.2%	0.3%	0.0%	i	34.9	5.8%	-1.0%	1.1	-4.1%	3.0%
CC(=O)NC(NC(=S)Nc1ccc(N=Nc2ccccc2)cc1)C(Cl)(Cl)Cl (stereo not drawn)	3.3%	0.7%	-0.8%	i	14.1	6.4%	-1.2%	0.9	7.1%	10.6%
CNS(=O)(=O)c1ccc(NC(=O)c2ccccn2)cc1	5.6%	1.9%	0.4%	i	31.8	2.9%	-0.4%	1.2	15.2%	6.5%
Nc1c(C(=O)NCc2ccccc2)nnn1Cc1ccccc1	7.7%	1.5%	0.1%	i	37.8	3.4%	-0.3%	1.2	18.1%	13.0%
O=c1c2cc(N3CCOCC3)ccc2[nH]c(=S)n1CCCN1CCN(c2ccccc2F)CC1	-7.6%	0.1%	.	i	55.1	2.5%	-1.2%	1.1	3.5%	15.4%
CCOC(=O)C1CN(C(C)(C)C)C(=O)C1=O (stereo not drawn)	6.5%	1.2%	-2.2%	i	35.1	5.6%	0.2%	1	-15.2%	1.4%
CCCn1c(SCC(=O)NC2CCCCC2)nnc1-c1ccco1	.	0.5%	0.6%	i	8.1	.	-0.8%	.	.	.
C=CCc1c(C)c(C#N)c2nc3ccccc3n2c1NCCN(C)C	12.5%	-0.6%	1.4%	i	58.3	0.8%	0.1%	1.1	0.3%	8.2%
Nc1nc(SCC(=O)N2N=C(c3ccc(Cl)cc3)CC2c2ccco2)n[nH]1 (stereo not drawn)	.	0.3%	1.8%[50 µM]	i	53.2	.	-0.6%	.	-6.6%	11.5%
COc1ccc(CCNC(=O)C(=O)NCCCN2CCOCC2)cc1	3.2%	1.4%	-0.7%	i	25.5	1.3%	0.5%	1	0.9%	0.1%
CC(C)(C)C(=O)Nc1ccccc1C(=O)N1CCCC1	5.2%	-0.1%	-0.7%	i	43.3	6.0%	0.2%	1.1	8.0%	-1.2%
O=C(CCCCCCCC(=O)NNC(=O)Nc1ccccc1)NNC(=O)Nc1ccccc1	-6.2%	1.6%	2.7%	i	51.1	6.8%	?	1.4	-3.9%	-5.1%
Nc1nnc(-c2cc3c(ccc4ccccc43)oc2=O)s1	8.3%	.	.	.	.	-8.7%	0.2%	1	-2.1%	1.2%
Cc1ccc(N2CC(C(=O)Nc3ccc(S(=O)(=O)Nc4nccc(C)n4)cc3)CC2=O)cc1 (stereo not drawn)	1.0%	0.8%	1.1%	i	58.2	-1.7%	-0.3%	1.2	-12.7%	-2.0%
COc1ccc(S(=O)(=O)Nc2ccc(S(=O)(=O)N3CCCCC3)cc2)cc1C	5.9%	-0.8%	4.6%	i	40.4	5.5%	1.3%	1.1	12.7%	-4.6%
COc1ccc(CNC(=O)c2cc3cc(OC)ccc3oc2=O)cc1	.	0.3%	0.8%	i	47.0	.	0.6%	.	.	.
CCC(C)(C)NC(=O)CN(C(=O)CCC(=O)Nc1nccs1)c1ccc(C)cc1	.	1.4%	-0.2%	i	53.9	.	-1.2%	.	.	.
O=C(CSc1nc2ccccc2c(=O)n1CC1CCCO1)NCC1CCCO1 (stereo not drawn)	5.1%	1.9%	0.5%	i	31.5	4.0%	0.1%	1.1	5.5%	9.3%
Clc1cccc2sc(N3CCCCC3)nc12	10.3%	3.5%	0.5%	i	4.5	11.5%	0.9%	1.1	6.4%	-4.5%

# Additional entries
mol	human PMI inhibitors	RSV antiviral HEp-2	UTI89 phage lysis	T cell HTS	T cell HTS vesicle-bound %	human PMI inhibition	West Nile antiviral	TNAP activation fold	P. falciparum M17LAP	M1AAP inhibition
O=C(c1cccnc1)N1CCC(Oc2ccc(C(=O)N3CCCC(O)C3)cc2)CC1 (stereo not drawn)	-9.3%	0.7%	0.9%	i	36.0	-4.6%	-0.1%	1	-0.9%	6.8%
COc1ccc(C(=O)Nn2c(C)nc3ccccc3c2=O)cc1	.	0.8%	1.1%[50 µM]	i	39.7	.	0.7%	.	.	.
COc1ccc(-n2cc3ccc([N+](=O)[O-])cc3n2)cc1	.	19.5%	0.0%	i	44.2	.	-0.6%	.	.	.
CSc1ccc(-c2nnn(Cc3ccc(C)cc3)n2)cc1	-7.2%	1.8%	0.1%	i	48.4	-3.5%	-0.2%	1.1	-2.5%	4.7%
CCSc1nnc(NC(=O)CSc2sc3c(O)cc(=O)[nH]c3c2C#N)s1	.	0.5%	0.0%	i	27.0	.	-0.2%	.	.	.
CC1CN(Cc2ccc(Cl)cc2Cl)CC(C)O1 (stereo not drawn)	-8.8%	0.7%	-0.8%	i	31.9	-4.1%	-0.4%	1.2	0.3%	-4.6%
CC(C)Nc1nc(Cl)nc(NNC(=O)C(C)Oc2ccccc2)n1 (stereo not drawn)	-5.9%	1.0%	1.6%	i	39.3	-9.3%	-0.4%	2	3.1%	-0.4%
O=C(NN1CCOCC1)c1cnn2c(C(F)F)cc(-c3ccccc3)nc12	-2.3%	-0.7%	-0.1%	i	4.9	1.1%	0.0%	1.1	10.1%	7.0%
Cc1ccc(NC(=O)c2cc(C)on2)cc1	-6.3%	1.7%	-4.3%	i	19.8	-7.6%	1.2%	1.1	0.9%	1.9%
CCS(=O)(=O)NCC(c1cccnc1)N1CCN(c2ccc(F)cc2)CC1 (stereo not drawn)	-7.7%	-0.2%	0.0%	i	20.7	-6.7%	-0.3%	1.1	8.1%	0.9%
Cc1cc(C(=O)N2CCOCC2)n(-c2ccccc2)n1	7.3%	0.7%	-1.1%	i	51.2	6.9%	0.1%	1.2	-5.8%	-6.6%
O=C(COc1ccc(Br)cc1)OCCN1CCCCC1	.	0.3%	-0.4%	i	40.9	.	0.5%	.	.	.
O=C(CSc1nnc(Cc2ccccc2)o1)N1CCCC1	3.9%	0.4%	-0.2%	i	42.2	2.5%	-0.8%	1	19.4%	6.4%
CC(C)NC(=O)c1ccc2c(c1)N(CC(=O)Nc1ccccc1F)C(=O)C(C)(C)O2	.	0.9%	-0.7%	i	46.5	.	?	.	.	.
O=c1[nH]cc(-c2ccc(Br)cc2)n1Cc1ccccc1	.	5.0%	-0.1%	i	48.0	.	0.1%	.	.	.
O=C(Nc1ccccn1)C(=O)Nc1ccccn1	.	0.0%	1.9%[50 µM]	i	32.1	.	0.0%	.	6.9%	-2.9%
O=C(Nn1c(Cc2ccccc2)nc2ccccc2c1=O)c1c(O)c2cccc3c2n(c1=O)CCC3	-13.8%	12.5%	0.4%	i	24.3	1.9%	-1.1%	1	0.6%	-0.5%
C/C(=N\NC(=O)C(=O)Nc1cccc(Cl)c1)c1ccncc1	-7.6%	2.4%	0.0%	i	43.4	-6.6%	-1.6%	1.1	10.5%	8.5%
CCNC(=O)CCSc1nc(C)cc(C)n1	-3.6%	-0.7%	0.1%	i	14.9	-4.3%	-0.5%	1.1	7.8%	-0.1%
Cc1ccc(NC(=O)c2cc(S(=O)(=O)NCCc3ccccc3)ccc2F)cc1Cl	5.7%	5.6%	5.6%	i	26.8	17.0%	-1.4%	1.2	-3.1%	3.0%
Clc1cccc(OCCN2CCN(CCOc3cccc(Cl)c3)CC2)c1	-22.1%	4.8%	0.1%	i	59.3	-8.1%	-1.8%	1.1	-4.6%	2.1%
CCOC(=O)C1=C(C)NC2=C(C(=O)CCC2)C1c1cccs1 (stereo not drawn)	15.9%	1.4%	-0.1%	i	37.2	16.1%	1.2%	1.1	5.6%	4.5%
CCC(C)SCC(=O)Nc1ccc(S(=O)(=O)N2CCOCC2)cc1OC (stereo not drawn)	.	-0.6%	-0.1%	i	3.7	.	0.5%	.	14.3%	9.9%
COc1cc(/C=N/NC(=O)c2ccncc2)ccc1OC(=O)c1cccc(Br)c1	.	1.7%	-0.4%	i	16.6	.	0.1%	.	.	.
COc1ccc(NC(=O)/C(Cl)=C(/Cl)S(=O)Cc2ccccc2Cl)cn1 (stereo not drawn)	-1.1%	.	.	.	.	-5.9%	.	1.2	21.4%	1.3%
COc1ccc(CNC(=O)C[C@H]2C(=O)N(C3CCCCC3)C[C@@H]2Cc2ccccc2)cc1	.	1.1%	0.6%	i	27.3	.	-1.4%	.	.	.
CCN1CCN(c2ccc(NC(=O)c3ccc(F)cc3)cc2Cl)CC1	1.2%	-2.1%	0.1%	i	41.6	4.8%	0.3%	1.1	-0.5%	-5.8%
CCc1ccc(OCC2Cn3c(nc4c3c(=O)[nH]c(=O)n4C)O2)cc1 (stereo not drawn)	.	0.3%	1.2%	i	52.4	.	0.1%	.	.	.

# Shown with values under each structure: entries from further up.
# Under each structure: human PMI inhibitors, RSV antiviral HEp-2, UTI89 phage lysis, T cell HTS, T cell HTS vesicle-bound %, human PMI inhibition, West Nile antiviral, TNAP activation fold, P. falciparum M17LAP, M1AAP inhibition
> O=C(Nn1c(Cc2ccccc2)nc2ccccc2c1=O)c1c(O)c2cccc3c2n(c1=O)CCC3
→ -13.8%, 12.5%, 0.4%, i, 24.3, 1.9%, -1.1%, 1, 0.6%, -0.5%
> C/C(=N\NC(=O)C(=O)Nc1cccc(Cl)c1)c1ccncc1
→ -7.6%, 2.4%, 0.0%, i, 43.4, -6.6%, -1.6%, 1.1, 10.5%, 8.5%
